Compound activity as filed in PubChem BioAssay.
SR-BI uptake up: enhances SR-BI lipid uptake from DiI-HDL. CHO ldlA[mSR-BI] cells, DiI-HDL uptake fluorescence, 3 h; 100 = double the neutral-control signal. activation, % at 12.5 µM. actives 0.096% (n = 320,000);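 active means mean replicate activation of at least 60% and every replicate at or above 60%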;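 further: 0% = median plate neutral-control signal and 100% = twice that signal; values of inactives mirror those of a sister screen read the other way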
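Test system: SR-BI-overexpressing, LDLR-lacking CHO cells; Also added: labelled HDL, 10 µg/mL; Measured by: bottom-read cell fluorescence after medium removal, ex 550/em 595 nm; Timing: 3 h uptake period with compound, 37 °C; Buffer or medium: F12, 0.5% BSA, 25 mM HEPES; Doses: single compound concentration, delivered by pin transfer.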
cardiac RTF act: increases calcium sensitivity of human cardiac regulated thin filaments | IANBD-labeled TnC RTF fluorescence at EC20 calcium; 0% EC20 calcium, 100% full calcium | activation, % at 7.2 µM | actives 0.24% (n = 340,000);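 active means activation above the mean over all tested compounds plus 3 SD, cut at about 30% in these data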;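 further: rise in fluorescence read as greater calcium sensitivity of cardiac thin filaments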
CDK5 inh: inhibitors of human CDK5/p35 kinase | Q00535+Q15078 | Recombinant CDK5/p35, ADP-Glo luminescence, 60 min | inhibition, % at 10 µM | actives 0.01% (n = 330,000);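 active means highest replicate inhibition of at least 50% and at least 75% of replicates reaching 50%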;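 further: plate controls were DMSO neutral control for no effect and GW8510 at 10 µM for full effect; many of its hits are not listed in these tables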
Rtt109 Vps75: blocks Candida albicans Rtt109/Vps75 acetyltransferase activity | Q5AAJ8 | purified Rtt109/Vps75, ThioGlo CoA-SH fluorescence, 4 h | inhibition, % at 34.9 µM | actives 0.16% (n = 330,000);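 active means inhibition of at least 50% in every replicate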
HTR5A ag: activates human HTR5A in OPRM1-OPRD1 agonist counter-screen; HTR5A agonist assay, luminescence, cell-based; actives 0.61% (n = 340,000); AID 504692; activation, % at 9.3 µM; P47898; in the data active means activation mostly above about 9.5%, no sharp cut-off; inactive means mostly below about 7.6%;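 further: 0% = cells with vehicle only and 100% = reference agonist; strong numbers were not always called active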
Wnt bcat act: Wnt/beta-catenin pathway activation. actives 1.2% (n = 300,000). Wnt/beta-catenin reporter cell assay, activator, plate reader. activation, % at 9.35 µM; in the data active means activation above about 30%, passing the limit was not always enough;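 further: 0% = neutral control wells and 100% = positive control wells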
SR-BI HDL uptake: inhibitors of mouse SR-BI mediated HDL lipid uptake. actives 0.96% (n = 320,000). ldlA[mSR-BI] CHO cells, DiI-HDL uptake fluorescence, 3 h. inhibition, % at 12.5 µM;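 active means mean replicate inhibition of at least 70% and a set share of replicates each scoring 70 or more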;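 further: 0% = median of neutral control wells and 100% = median of positive control wells; values of inactives mirror those of a sister screen read the other way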
Target sequence (Q61009 whole entry, looked up): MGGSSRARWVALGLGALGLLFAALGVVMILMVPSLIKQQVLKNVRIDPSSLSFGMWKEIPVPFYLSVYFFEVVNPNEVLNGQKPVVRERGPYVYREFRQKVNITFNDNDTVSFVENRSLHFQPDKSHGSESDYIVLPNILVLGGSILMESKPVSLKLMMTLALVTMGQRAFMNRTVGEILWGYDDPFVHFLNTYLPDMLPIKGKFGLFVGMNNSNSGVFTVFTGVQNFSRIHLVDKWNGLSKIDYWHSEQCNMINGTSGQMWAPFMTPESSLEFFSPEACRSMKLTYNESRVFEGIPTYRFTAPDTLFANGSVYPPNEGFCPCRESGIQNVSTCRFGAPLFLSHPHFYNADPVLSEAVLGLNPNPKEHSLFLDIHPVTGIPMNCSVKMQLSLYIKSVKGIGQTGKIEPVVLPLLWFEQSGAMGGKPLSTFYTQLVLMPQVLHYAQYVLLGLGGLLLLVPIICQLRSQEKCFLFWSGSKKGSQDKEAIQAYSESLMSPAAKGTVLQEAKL
MITF TRPM1 HTS: increases MITF-driven TRPM1 promoter luciferase signal; activation, % at 12.5 µM; actives 0.75% (n = 300,000); SK-MEL-5 TRPM1-promoter luciferase, 24 h; % of positive control, neutral wells = 0;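 active means mean activation of at least 80% with every replicate also reaching 80%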;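 further: 0% = neutral control wells and 100% = parthenolide positive control wells; values of inactives mirror those of a sister screen read the other way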
PvdQ inh: P. aeruginosa PvdQ acylase inhibition; purified PvdQ acylase, fluorescence plate reader; actives 0.063% (n = 340,000); AID 488965; inhibition, % at 10 µM; in the data active means inhibition above about 30%, passing the limit was not always enough;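 further: 0% = vehicle neutral wells and 100% = reference inhibitor wells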
dFosB act: activators of mouse delta FosB homodimer. P13346. purified delta FosB, TAMRA-CDK5 oligo fluorescence polarization; percent of positive-control signal above neutral wells. activation, % at 25 µM. actives 0.99% (n = 340,000);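 active means mean activation above about 17%, with every replicate also reaching it, limit read from the data, passing the limit was not always enough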;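 further: fluorescence polarization rise as delta FosB binds a TAMRA Cdk5 AP-1 oligo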
Target sequence (P13346 whole entry, looked up): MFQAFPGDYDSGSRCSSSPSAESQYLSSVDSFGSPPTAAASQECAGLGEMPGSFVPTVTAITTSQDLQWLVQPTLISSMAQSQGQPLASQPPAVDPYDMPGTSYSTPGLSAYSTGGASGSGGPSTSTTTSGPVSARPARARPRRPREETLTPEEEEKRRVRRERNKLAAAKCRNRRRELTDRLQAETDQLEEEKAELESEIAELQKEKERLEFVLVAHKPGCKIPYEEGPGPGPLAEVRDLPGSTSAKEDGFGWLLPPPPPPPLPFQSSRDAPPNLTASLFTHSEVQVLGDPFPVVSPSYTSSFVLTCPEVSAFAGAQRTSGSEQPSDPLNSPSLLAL
Active calls of the source: *; x = not tested or not shown.

no.	molecule	SR-BI uptake up	cardiac RTF act	CDK5 inh	Rtt109 Vps75	HTR5A ag	Wnt bcat act	SR-BI HDL uptake	MITF TRPM1 HTS	PvdQ inh	dFosB act
1	COc1ccccc1NC(=O)C(C)N1CCN(C/C=C/c2ccccc2)CC1 (stereo not drawn)	-6	-1	1.1	-7	-2	x	6	-6	-4	-4
2	O=C(CN1CCN(c2ccc(F)cc2)CC1)Nc1ccccc1Br	12	8	-0.2	11	2	3	-12	-2	-12	-9
3	NC(=O)[C@@H]1CCCN1Cc1c(C(=O)N2CCN(C3CCCCC3)CC2)nc2ccccn12	17	-2	-1.7	1	3	0	-17	-8	5	5
4	O=C(O)CC(NC(=O)Cc1ccccc1)c1cc([N+](=O)[O-])ccc1Cl (stereo not drawn)	19	x	0.0	-5	x	0	-19	-5	-5	4
5	CCOC(=O)c1c(NC(=O)C2CC(Cl)=CCC2C(=O)O)sc2c1CC(C)(C)OC2 (stereo not drawn)	3	0	0.0	1	3	-3	-3	-1	-15	1
6	C/C(=N\Nc1ncc(Cl)cc1Cl)c1ccc(OC(F)F)cc1	-33	-11	0.1	2	4	-6	33	22	-11	-3
7	O=C(O)CCSSCCC(=O)O	-7	-3	0.5	6	0	-1	7	12	-15	2
8	COc1cccc(NC(=O)COC(=O)CC2CC3CCC2C3)c1 (stereo not drawn)	-6	4	1.7	22	4	-2	6	x	17	-3
9	CCOc1cc(N2CCOCC2)c(OCC)cc1NC(=O)Cc1cccc(OC)c1	0	-5	0.0	0	-3	x	0	9	5	-5
10	Cc1ccc2nc(Cc3ccc(N)cc3)[nH]c2c1	-6	1	1.1	6	8	39*	6	16	-1	1
11	Cc1ccc(C(=O)CSc2nnc(CNc3nc(-c4ccccc4)cs3)n2C)cc1	-58	-1	0.6	18	3	-1	58	-4	-6	-13
12	Cc1ccc(S(=O)(=O)N(C)CCCC(=O)N2CCCCC2)cc1	8	-4	-8.7	7	0	2	-8	5	-2	-3
13	COC(=O)C(Cc1ccccc1)NC(=O)CC(C)CC(=O)Nc1ccc(C)cc1 (stereo not drawn)	-4	-6	0.9	-2	-1	1	4	-1	-10	-11
14	O=C(NC(=S)N1CCCC(C(F)(F)F)C1)c1ccc(F)cc1 (stereo not drawn)	x	-3	-1.5	9	6	-3	x	-6	-3	-6
15	Cc1cccc(N2CC(C(=O)NC3CCCCCC3)CC2=O)c1C (stereo not drawn)	0	8	0.7	-17	0	368*	0	5	-12	1

no.	molecule	SR-BI uptake up	cardiac RTF act	CDK5 inh	Rtt109 Vps75	HTR5A ag	Wnt bcat act	SR-BI HDL uptake	MITF TRPM1 HTS	PvdQ inh	dFosB act
16	CCOc1ccc(C(=O)CCC(=O)O)cc1	33	6	-1.9	1	7	-2	-33	2	-20	5
17	CCOC(=O)c1csc(-c2ccc([N+](=O)[O-])cc2)n1	-4	-1	0.2	2	1	-2	4	27	-2	-1
18	Cc1ccc(CC(=O)NC2CCCc3ccccc32)cc1C (stereo not drawn)	x	-2	-1.2	-4	3	-1	x	x	-2	-6
19	C/C(=N\Nc1ccc(C)c(Cl)c1)c1ccncc1	-24	5	-4.1	4	0	4	24	32	8	-14
20	COc1cccc(NC(=O)CN2CCN(C(=O)c3ccco3)CC2)c1	-3	5	1.4	1	-3	0	3	4	-17	-6
21	COc1ccc(C=O)cc1OC1C=CCCC1 (stereo not drawn)	-15	-1	-1.4	2	3	1	15	6	-19	-8
22	Cn1c(=O)c2c(n3cnnc13)-c1ccccc1CC21CCCC1	-7	8	-0.1	-3	0	x	7	-10	-11	2
23	CC(=O)Nc1ccc2c(c1)ncn2C	-7	1	-0.1	0	10	-4	7	x	-13	1
24	O=C1NC(=Nc2ccccc2)S/C1=C\c1ccccc1	7	1	1.2	2	-2	8	-7	-1	-8	-7
25	O=C(C/C=N/OCc1ccc(Cl)cc1Cl)c1ccccc1	-18	-4	-0.4	65*	-4	x	18	x	5	6
26	O=C(CO)N/N=C/c1c2ccccc2cc2ccccc12	-26	11	-0.4	x	0	-1	26	0	-6	-2
27	O=C(Nc1cccc(OCC(=O)N2CCOCC2)c1)c1cccc(Cl)c1	-32	-1	-1.1	3	2	0	32	-7	-9	-7
28	CCN1CCN(C(=O)C2=CC(c3ccc(OC)cc3)=NS(=O)(=O)N2C)CC1	8	1	0.4	-2	6	0	-8	27	1	0
29	COc1cc(C(=O)NC(C)CCn2cccn2)ccc1OC1CCN(C(C)=O)CC1 (stereo not drawn)	9	-1	0.3	0	5	3	-9	2	-14	-1
30	CCOC(=O)C1CCCN(C2CC(=O)N(c3ccccc3)C2=O)C1 (stereo not drawn)	19	-5	0.4	18	2	0	-19	-9	-2	-4

no.	molecule	SR-BI uptake up	cardiac RTF act	CDK5 inh	Rtt109 Vps75	HTR5A ag	Wnt bcat act	SR-BI HDL uptake	MITF TRPM1 HTS	PvdQ inh	dFosB act
31	COc1ccc(CCN2C(=O)NC(NS(=O)(=O)c3ccc(Cl)cc3)(C(F)(F)F)C2=O)cc1OC (stereo not drawn)	2	1	0.1	0	1	0	-2	-5	-11	-1
32	CN(c1ccccc1)S(=O)(=O)c1ccc(C(=O)OCC(=O)NCc2cccs2)cc1	x	2	-1.7	1	-5	-2	x	-5	8	-2
33	O=C(OCc1cnc(Cl)s1)c1c(F)cccc1F	10	1	1.3	-4	-6	-1	-10	15	-13	3
34	COc1cccc(CC(=O)Nc2ccc3c(c2)OC2(CCCC2)O3)c1	-2	-5	0.2	-2	3	3	2	19	-16	-6
35	Cc1ccccc1-n1c(C)cc(/C=N/NC(=O)c2ccc(CN3CCOCC3)cc2)c1C	-68	-9	-1.0	5	-3	-3	68	-8	2	-3
36	Cc1ccc(-c2cc3ncc(C#N)c(N)n3n2)cc1	-8	2	0.7	0	2	28	8	1	-11	6
37	COc1ccc(C2NC(=O)Cc3cc(OC)c(OC)cc32)cc1OC (stereo not drawn)	6	0	0.5	6	-1	0	-6	-6	-2	1
38	Cc1ccc2nc(N3CCN(S(=O)(=O)c4ccc5c(c4)OCCO5)CC3)c(C#N)cc2c1	14	1	-0.5	1	3	x	-14	2	-2	-6
39	Cc1onc(-c2c(Cl)cccc2Cl)c1C(=O)N(C)Cc1ccccc1	-9	-6	0.2	-5	-2	0	9	x	-14	-6
40	COc1cc(OC)cc(C(=O)N[C@H](C(=O)Nc2ccc3c(c2)OCO3)C(C)C)c1	-3	12	0.9	-1	1	0	3	-5	4	-3
41	O=C(Oc1ccc(Br)cc1C(=S)N1CCCC1)c1ccccc1F	-13	2	1.3	4	5	-3	13	8	-12	-10
42	COc1ccccc1N1CCN(C(=O)C(=O)c2cn(CC(=O)N3CCCCCC3)c3ccccc23)CC1	-28	9	0.3	8	-2	2	28	-21	-1	-25
43	COc1ccc(C(=O)O)cc1NC(=S)NC(=O)Cc1ccc(Cl)cc1	12	-3	0.6	-10	2	-3	-12	-1	-5	-7
44	COc1ccc2c(c1)/C(=C\c1cccc(/C=C3/C(=O)Nc4ccc(OC)cc43)n1)C(=O)N2	27	-8	-0.7	-2	-3	-5	-27	-98	-4	-14
45	C=CCN(CC=C)C(=O)COC(=O)c1ccc(Sc2ncn[nH]2)c([N+](=O)[O-])c1	x	1	-1.7	2	-2	0	x	-3	-40	-3

4 entries already listed, ordered by the number in Wnt bcat act, smallest number first:
entry | structure | SR-BI uptake up | cardiac RTF act | CDK5 inh | Rtt109 Vps75 | Wnt bcat act | SR-BI HDL uptake | MITF TRPM1 HTS | PvdQ inh | dFosB act
44 | COc1ccc2c(c1)/C(=C\c1cccc(/C=C3/C(=O)Nc4ccc(OC)cc43)n1)C(=O)N2 | 27 | -8 | -0.7 | -2 | -5 | -27 | -98 | -4 | -14
41 | O=C(Oc1ccc(Br)cc1C(=S)N1CCCC1)c1ccccc1F | -13 | 2 | 1.3 | 4 | -3 | 13 | 8 | -12 | -10
37 | COc1ccc(C2NC(=O)Cc3cc(OC)c(OC)cc32)cc1OC (stereo not drawn) | 6 | 0 | 0.5 | 6 | 0 | -6 | -6 | -2 | 1
34 | COc1cccc(CC(=O)Nc2ccc3c(c2)OC2(CCCC2)O3)c1 | -2 | -5 | 0.2 | -2 | 3 | 2 | 19 | -16 | -6

Remaining list, next part.
no.	molecule	SR-BI uptake up	cardiac RTF act	CDK5 inh	Rtt109 Vps75	HTR5A ag	Wnt bcat act	SR-BI HDL uptake	MITF TRPM1 HTS	PvdQ inh	dFosB act
46	COc1cccc(C(=O)Nc2ccccc2F)c1	4	0	0.1	-1	-1	4	-4	61	1	4
47	Cc1ccc2nc(NC(=O)CN3CCOCC3)sc2c1	-8	-5	-0.8	3	-4	23	8	32	4	2
48	CCCCNC(=S)N1CCN(C(c2ccccc2)c2ccccc2)CC1	-22	4	-3.0	1	2	-1	22	0	-12	0
49	CC(C)N(C(=O)[C@H]1C[C@H](CC(=O)NCc2ccco2)C(=O)N2CCc3c([nH]c4cc(-c5ccco5)ccc34)[C@]12C)C(C)C	-16	-3	1.0	-4	6	-5	16	-11	0	-19
50	CN1CCN(S(=O)(=O)c2ccc(NC(=S)NC(=O)c3ccccc3)cc2)CC1	-11	3	-1.4	-5	-3	-1	11	7	-8	-16
51	COc1ccc(N(C(=O)CNC(=O)c2ccco2)C(C(=O)NC2CCCC2)c2ccc(C)o2)cc1 (stereo not drawn)	x	8	-1.5	-1	-1	1	x	x	-10	-11
52	O=C1CC(Cc2ccccc2)C(=O)N1CCc1ccc2c(c1)OCO2 (stereo not drawn)	20	0	0.1	-4	8	x	-20	15	1	5
53	CC1(C)Cc2noc(N)c2C(C)(C)N1OC(=O)c1ccco1	26	0	-0.3	-7	3	x	-26	-3	6	1
54	O=C(N/N=C/c1cc([N+](=O)[O-])cc(Br)c1O)C12CC3CCC(CC(C3)C1)C2	x	-1	-0.2	5	3	0	x	-11	-9	-3
55	COc1ccc(NC(=O)c2ccccc2SC)cc1OC	-25	-5	0.5	3	-1	-2	25	x	-10	-1
56	O=c1c2ccccc2sn1-c1nccs1	-1	x	0.2	7	x	-3	1	-5	-6	0

Record cards, as listed above. Order of values: SR-BI uptake up | cardiac RTF act | CDK5 inh | Rtt109 Vps75 | HTR5A ag | Wnt bcat act | SR-BI HDL uptake | MITF TRPM1 HTS | PvdQ inh | dFosB act
`COc1ccc(NC(=O)c2ccccc2SC)cc1OC` in the list: -25 | -5 | 0.5 | 3 | -1 | -2 | 25 | x | -10 | -1
`O=C(N/N=C/c1cc([N+](=O)[O-])cc(Br)c1O)C12CC3CCC(CC(C3)C1)C2` in the list: x | -1 | -0.2 | 5 | 3 | 0 | x | -11 | -9 | -3
